Screens deposited in PubChem BioAssay by several laboratories.
PriA SSB inh – K. pneumoniae PriA-SSBct interaction inhibition; hit rate 0.6% among 430,000; inhibition, % at 33 µM; AlphaScreen SSBct-PriA binding, biotinylated peptide; in the data active means inhibition mostly above about 37%, no sharp cut-off; inactive means mostly below about 20%;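 further: plate controls were negative control peptide for no effect and reference peptide for full effect; strong numbers were not always called active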
DUSP3 inh – inhibitors of human VHR1 phosphatase (DUSP3); recombinant VHR phosphatase, pNPP absorbance; inhibition, % at 13.3 µM; hit rate 0.52% among 290,000; in the data active means inhibition above about 50%; further: some compounds called inactive have numbers as strong as hits
Target sequence (P51452 whole entry, looked up): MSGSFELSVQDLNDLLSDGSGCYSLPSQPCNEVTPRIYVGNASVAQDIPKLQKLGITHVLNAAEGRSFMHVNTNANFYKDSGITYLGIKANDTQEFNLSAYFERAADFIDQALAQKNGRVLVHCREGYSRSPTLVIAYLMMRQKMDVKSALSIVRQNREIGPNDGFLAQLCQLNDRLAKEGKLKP
Y pestis TopoI – Y. pestis Topo-I inhibition via cleavage products; Y. pestis Topo-I cleavage product accumulation, plate reader; activity, % at 10 µM; hit rate 0.064% among 360,000; in the data active means activity above about 50%, passing the limit was not always enough; inconclusive means no clear call, values can overlap the other calls; further: inactives centre near 2
BH1578 lux ind – induces V. cholerae light production without autoinducers; V. cholerae BH1578 lux reporter, luminescence, 6 h; activation, % at 18.7 µM; hit rate 0.16% among 350,000; in the data active means activation mostly above about 9.7%, no sharp cut-off; inconclusive means no clear call, values can overlap the other calls; inactive means mostly below about 3.7%; further: not every result past the cut was called active; inactives centre near 0; reference of the scale not given here
Anthrax LF inh2 – anthrax lethal factor protease inhibition. multiplex microsphere protease cleavage assay, LF. inhibition, % at 10 µM. hit rate 0.12% among 360,000; further: plate controls were buffer without enzyme for full effect and enzyme alone for no effect
Target sequence (P15917 whole entry, looked up): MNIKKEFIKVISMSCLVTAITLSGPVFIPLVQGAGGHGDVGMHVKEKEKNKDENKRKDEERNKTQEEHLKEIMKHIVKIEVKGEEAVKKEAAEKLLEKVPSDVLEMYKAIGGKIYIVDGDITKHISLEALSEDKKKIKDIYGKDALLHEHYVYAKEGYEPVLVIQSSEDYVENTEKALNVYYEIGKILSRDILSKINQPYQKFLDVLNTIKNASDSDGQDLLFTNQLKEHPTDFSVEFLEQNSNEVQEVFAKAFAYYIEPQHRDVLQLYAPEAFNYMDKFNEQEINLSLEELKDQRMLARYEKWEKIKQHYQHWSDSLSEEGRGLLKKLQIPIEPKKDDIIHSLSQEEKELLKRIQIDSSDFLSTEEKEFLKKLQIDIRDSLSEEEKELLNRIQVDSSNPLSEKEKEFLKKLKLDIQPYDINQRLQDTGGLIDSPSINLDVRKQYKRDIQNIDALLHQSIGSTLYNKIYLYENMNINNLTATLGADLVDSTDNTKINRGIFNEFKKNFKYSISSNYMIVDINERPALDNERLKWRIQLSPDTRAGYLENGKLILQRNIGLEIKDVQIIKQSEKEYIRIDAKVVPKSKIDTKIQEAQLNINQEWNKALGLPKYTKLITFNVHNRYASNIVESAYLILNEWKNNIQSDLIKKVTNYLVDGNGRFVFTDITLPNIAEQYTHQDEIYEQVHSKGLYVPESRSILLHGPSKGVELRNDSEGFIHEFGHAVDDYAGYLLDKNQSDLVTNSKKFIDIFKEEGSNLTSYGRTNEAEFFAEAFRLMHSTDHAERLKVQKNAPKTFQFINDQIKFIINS
CCHF vOTU inh – blocks the CCHF virus ovarian tumor domain protease; inhibition, % at 11.5 µM; hit rate 0.55% among 370,000; CCHFV vOTU protease, Pep-AMC fluorescence; in the data active means inhibition above about 30%; further: 0% = vehicle wells with enzyme and 100% = no enzyme wells
3CLpro inhibitor – SARS-CoV 3CLpro protease inhibition. P0C6X7. hit rate 0.14% among 290,000. recombinant SARS-CoV 3CLpro, quenched FRET peptide cleavage. inhibition, % at 6 µM; in the data active means inhibition above about 12%
PfHsp40 yeast – rescue of PfHsp40-mediated yeast toxicity; AID 504582; growth rescue, % at 12.5 µM; hit rate 0.68% among 340,000; S. cerevisiae expressing PfHsp40, growth rescue, ATP luminescence; in the data active means growth rescue above about 28%, passing the limit was not always enough; inconclusive means no clear call, values can overlap the other calls;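 further: yeast W303a lacking pdr1 and pdr3 grown in galactose medium; growth measured after three days at 30 °C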
TcdB GH inh – inhibitors of Clostridioides difficile toxin B glycohydrolase; P18177; TcdB glycohydrolase enzymatic assay, plate reader; inhibition, % at 9.99 µM; hit rate 0.24% among 350,000; AID 652162; in the data active means inhibition above about 10%
BoNT-A LC inh2 – BoNT A light chain protease inhibition; inhibition, % at 10 µM; multiplex microsphere protease substrate cleavage, flow cytometry; hit rate 0.17% among 360,000; AID 588499; further: plate controls were buffer without enzyme for full effect and enzyme alone for no effect
Starred values were filed as active, the others as inactive; i = inactive; ? = inconclusive; nt = no result given. Unless noted, no stated cut-off is given here; in the data, active means inhibition above about 30%; inconclusive means no clear call, values can overlap the other calls; inactive means below that. These rows are one share of the data (hit frequency here may not be typical).

SMILES	PriA SSB inh	DUSP3 inh	Y pestis TopoI	BH1578 lux ind	Anthrax LF inh2	CCHF vOTU inh	3CLpro inhibitor	PfHsp40 yeast	TcdB GH inh	BoNT-A LC inh2
COc1ccccc1CCN1CCCC(CN(C)C(=O)CCC(=O)N(C)C)C1 (stereo unspecified)	5	25	8	-1.0	14	-11	-1	0.3	0.3	-3.1
O=c1[nH]c2ccc(NCc3ccccc3OCc3ccc(Cl)cc3)cc2[nH]1	92*	-1	15	0.7	2	7	-1	3.5	2.4	-3.7
COc1ccc(/C=N/OC(=O)c2ccc(Cl)cc2)c(Cl)c1OC	i	12	-3	0.0	-1	18	-2	nt	-0.8	0.2
Cc1nnc(NC(=O)CCn2cnc3ccccc3c2=O)s1	1	20	7	-0.7	-3	-15	-3	-0.3	1.4	0.0
CC(C)c1ccccc1OCC(=O)Nc1nnc(C2CC2)s1	9	nt	4	-0.7	nt	-3	nt	-1.2	-0.6	nt
CN=C1c2ccccc2CN1c1cccc(C(=O)OC)c1	-4	5	-4	i	3	2	-3	0.3	nt	0.6
CCC(CC)C(=O)NCCc1ccc(OC)cc1	-8	15	-8	i	-1	10	1	0.2	nt	0.1
C=CCn1c(SCC(=O)C23CC4CC(CC(C4)C2)C3)nc(O)cc1=O	4	0	2	i	6	-1	-4	nt	-0.1	0.7
COc1ccccc1C(NC(=O)C1CCN(CCOc2ccc(Cl)cc2)CC1)c1ccccn1 (stereo unspecified)	nt	nt	12	-0.6	-1	12	nt	nt	-0.3	0.2
C=CCN(c1cccc(C(F)(F)F)c1)S(=O)(=O)c1cccc(C(=O)OCC(=O)NCCC)c1	-3	-4	26	i	-3	24	0	-1.1	0.5	-0.3
NC(=S)NNC(=S)Nc1ccccc1	-15	10	21	-0.5	-2	-4	-4	-0.8	2.0	1.0
Cc1ccc2c(c1)C(SCC(=O)NCCc1ccccc1)CC1(CCCC1)O2 (stereo unspecified)	-14	19	20	i	-4	-1	2	-0.5	0.9	-1.1

Brought forward from above: 4 entries, followed by the next part.
SMILES	PriA SSB inh	DUSP3 inh	Y pestis TopoI	BH1578 lux ind	Anthrax LF inh2	CCHF vOTU inh	3CLpro inhibitor	PfHsp40 yeast	TcdB GH inh	BoNT-A LC inh2
COc1ccccc1C(NC(=O)C1CCN(CCOc2ccc(Cl)cc2)CC1)c1ccccn1 (stereo unspecified)	nt	nt	12	-0.6	-1	12	nt	nt	-0.3	0.2
C=CCN(c1cccc(C(F)(F)F)c1)S(=O)(=O)c1cccc(C(=O)OCC(=O)NCCC)c1	-3	-4	26	i	-3	24	0	-1.1	0.5	-0.3
NC(=S)NNC(=S)Nc1ccccc1	-15	10	21	-0.5	-2	-4	-4	-0.8	2.0	1.0
Cc1ccc2c(c1)C(SCC(=O)NCCc1ccccc1)CC1(CCCC1)O2 (stereo unspecified)	-14	19	20	i	-4	-1	2	-0.5	0.9	-1.1
COc1ccc(OC)c(C(C(=O)NC2CCCCC2)N(C(=O)c2snc(C(N)=O)c2N)c2ccccc2OC)c1 (stereo unspecified)	-3	-35	-8	3.3	12	-2	5	2.2	1.2	-1.1
N#CC1(NC(=O)COC(=O)c2ccc(-c3ccc(O)cc3)cc2)CCCCC1	-9	nt	-4	i	nt	-1	nt	0.4	2.4	nt
Cn1c(N)c(C(=O)Nc2ccccc2F)sc1=S	8	13	2	-0.8	21	-3	3	-0.8	0.6	1.5
COc1ccc(S(=O)(=O)N2CCCC2C(=O)Nc2nnc(-c3cccnc3)s2)cc1 (stereo unspecified)	11	-4	-1	-0.4	-1	4	-1	-0.2	nt	0.1
Cc1ccc(O)c(NC(=O)c2noc3c2CCCCC3)c1	-2	29	1	-0.3	-2	-6	4	-1.1	1.1	-0.5
COCCCNC(=O)c1cccc2c(-c3ccnn3C)coc12	nt	nt	5	-0.3	4	-6	nt	nt	0.5	-0.6
COc1ccc(-c2ccc(C(=O)Nc3ccc(NC(C)=O)cc3)c3occc23)c(C)c1	nt	nt	?	-0.4	-3	19	nt	nt	-2.6	0.3
COc1ccc(NC(=O)CN2CCC(NC(=O)C3CCCCC3)CC2)c([N+](=O)[O-])c1	-14	-14	1	-0.9	-4	-9	1	0.0	1.7	-1.5
CN1/C(=C/C(=O)C2CC2)C(C)(C)c2ccccc21	-17	31	-7	-0.6	0	1	0	-0.4	-2.5	0.7
CNC(=O)Nc1cc(C(F)(F)F)cc(C(F)(F)F)c1	-11	9	-5	i	nt	-8	2	-0.7	0.8	nt
O=C(O)c1cc(O)c2c(c1)C(=O)c1cc(O)cc(O)c1C2=O	-16	26	-1	-0.2	-7	13	-6	-0.5	2.0	-1.0
COc1cc(=O)[nH]c(SCC(=O)Nc2ccc3ccccc3c2)n1	-16	14	-1	i	-7	9	-6	-0.9	-0.7	-3.0

Look-ups from the results shown:
Under PfHsp40 yeast, COc1cc(=O)[nH]c(SCC(=O)Nc2ccc3ccccc3c2)n1 shows -0.9
Under CCHF vOTU inh, O=C(O)c1cc(O)c2c(c1)C(=O)c1cc(O)cc(O)c1C2=O shows 13

Carrying on.
SMILES	PriA SSB inh	DUSP3 inh	Y pestis TopoI	BH1578 lux ind	Anthrax LF inh2	CCHF vOTU inh	3CLpro inhibitor	PfHsp40 yeast	TcdB GH inh	BoNT-A LC inh2
O=C(c1cc(-c2cccs2)nc2ccccc12)N1CCN(S(=O)(=O)c2cccc(F)c2)CC1	7	10	0	-0.7	-6	-15	-1	-0.4	nt	0.2
C=CCC[C@@H](Cc1ccc(F)cc1)C(=O)OC[C@H](C)NC(=O)[C@@H](CC=C)CC(=O)N[C@@H](CO)Cc1ccccc1	4	nt	4	i	-3	2	nt	-1.6	0.7	0.3
O=C(NNCc1ccc(O)cc1)c1ccccc1Cl	-20	7	3	0.5	-2	-3	-1	-0.3	0.6	2.0
CCNC(=O)C1(C)CCN(C(=O)c2ccc(C)c(F)c2)C1 (stereo unspecified)	nt	nt	-4	-0.2	-3	-4	nt	nt	-0.5	-0.6
O=C(Cn1ncc2c([nH]c3ccccc32)c1=O)NCCCN1CCN(c2ccccc2)CC1	7	-17	5	-0.4	-2	-4	4	0.4	1.2	-0.5
CC1CCN(C(=O)CSc2nnc(CNC(=O)COc3ccc(Cl)cc3)o2)CC1	-24	3	35	i	-6	4	5	1.1	nt	0.4
OCCCc1nc2n(n1)C(c1ccccc1Cl)C=C(c1cccs1)N2 (stereo unspecified)	4	4	-12	i	0	nt	-4	-0.2	nt	1.5
CCc1nnc(NC(=O)CSc2nnc(-c3ccccc3O)n2CC)s1	2	6	15	-0.2	0	0	-1	-1.0	nt	-3.6
COc1ccc(-c2cc3c(=O)n(CC(=O)NCc4ccc(F)cc4)ncn3n2)cc1	-4	41	1	-0.1	-9	-3	3	1.0	0.8	0.0
CCOC(=O)c1cc2nc(Nc3ccc(OC)cc3)sc2s1	-4	-4	-6	nt	-4	-13	-1	0.2	nt	1.9
CCOC(=O)[C@]12CCC=C1N(Cc1ccc(Cl)cc1Cl)C(=O)[C@H](CC(=O)NCc1ccccc1)C2	nt	nt	nt	nt	6	9	nt	nt	0.4	0.4
CCCCn1nnnc1C(c1ccccc1)N1CCN(c2ccccc2)CC1 (stereo unspecified)	nt	nt	nt	nt	-4	1	nt	nt	1.0	-0.6
COc1ccc(NC(=O)CN(C)C(=O)c2cc(C)on2)cc1	-1	nt	12	-1.8	-2	7	nt	0.0	0.3	-1.8
Cc1ccc2c(c1)NC(=O)C(CC(=O)NCCCN1CCN(c3cc(C)ccc3C)CC1)O2 (stereo unspecified)	0	25	11	-0.2	-9	3	-7	0.6	1.4	-0.8
COCCSc1nnc(NC(=O)C2CC(=O)N(C3CCCC3)C2)s1 (stereo unspecified)	-12	47	7	i	-4	-13	1	0.0	0.4	-1.5
O=c1oc(Cc2ccccc2)nc2ccccc12	-4	-10	-2	i	-8	3	-3	0.6	-0.1	-3.2
COC(=O)c1c(-c2c(Cl)cccc2Cl)noc1NC(=O)NN1CCOCC1	-1	18	2	-0.3	2	-10	-4	0.7	0.5	0.4
Cn1cnnc1SCC(=O)Nc1ccccc1C(=O)NC1CC1	-21	-2	-5	3.8	2	1	1	-0.6	nt	-0.4
c1ccc(-c2cn3nc4c(nc3n2)CCCC4)cc1	-4	2	-7	-5.3	8	24	2	-0.8	nt	8.4
C/C(=N\OCC(=O)OCC(=O)NCc1ccccc1)c1ccc2c(c1)OCO2	nt	nt	21	i	-2	12	nt	1.1	-1.0	3.4
CCCCNC(=O)c1onc(CSc2cccc(OCC)c2)c1C(=O)O	-22	21	0	-0.4	-4	15	4	-0.8	-4.3	-0.5
CC(OC(=O)CNC(=O)c1ccc2ccccc2c1)C(=O)N(C)C1CCCCC1 (stereo unspecified)	-7	nt	18	i	-3	-2	nt	-0.9	0.2	1.2
Cc1ccc(S(=O)(=O)NCc2nc3nc(C)cc(C)n3n2)c(C)c1	-8	13	3	-0.3	-4	-7	5	-0.8	1.1	-1.1
CN(CC(=O)Nc1ccccc1Cl)CC(=O)Nc1c(F)cccc1F	-10	-15	6	i	2	3	7	-1.5	0.2	-0.3

An excerpt from above, reduced to PfHsp40 yeast and Y pestis TopoI:
smiles | PfHsp40 yeast | Y pestis TopoI
Cn1cnnc1SCC(=O)Nc1ccccc1C(=O)NC1CC1 | -0.6 | -5
c1ccc(-c2cn3nc4c(nc3n2)CCCC4)cc1 | -0.8 | -7

Remaining list, next part
SMILES	PriA SSB inh	DUSP3 inh	Y pestis TopoI	BH1578 lux ind	Anthrax LF inh2	CCHF vOTU inh	3CLpro inhibitor	PfHsp40 yeast	TcdB GH inh	BoNT-A LC inh2
O=C(COC(=O)/C=C/c1ccc(Cl)cc1)NCCC1=CCCCC1	0	11	1	i	-1	10	1	-1.1	nt	-1.3
CC(OC(=O)Cc1ccccc1[N+](=O)[O-])C(=O)NC(=O)NC1CCCCC1 (stereo unspecified)	6	nt	-3	i	-2	5	nt	0.8	1.2	?
N#C/C(=C\c1ccccc1)C(=O)Nc1cccnc1	-7	37	3	-0.4	-6	-12	-3	4.1	1.8	3.5
CC(C)N(Cc1nccn1C)C(=O)c1ccc(OC2CCN(C(=O)C3CC3)CC2)cc1	-11	11	-10	i	-7	7	2	-1.4	0.5	-0.7
Cc1ccn2c(-c3csc(NCc4ccco4)n3)c(C)nc2c1	5	27	3	-0.4	-1	18	-6	0.1	nt	0.3
CCCCn1c(O)c(C(C)=NCCCN(CC)CC)c(=O)[nH]c1=O	3	0	7	i	-3	-7	-7	-0.2	nt	0.5
O=C(c1ccc(Cl)c(S(=O)(=O)N2CCCCC2)c1)N1CCN(Cc2ccccc2)CC1	7	1	38	i	1	24	5	0.1	2.5	1.5
O=C(Nc1c[nH]c(=O)[nH]c1=O)c1cccc([N+](=O)[O-])c1	-3	56*	12	-0.2	-6	1	-4	-0.1	0.5	-4.3
NC(=O)CN(c1ccc([N+](=O)[O-])cc1)S(=O)(=O)c1ccccc1	-20	17	14	-0.5	0	11	3	-0.4	-1.2	-0.3
CC1CCN(c2nnc(N3CCC(C)CC3)c3ccccc23)CC1	-12	-2	1	-0.1	-6	-1	0	-0.4	0.3	0.8
Cc1cc(C)c(C(=O)N2CCCC(CNS(=O)(=O)N(C)C)C2)o1 (stereo unspecified)	-1	2	2	-0.1	1	10	-3	?	-0.2	0.9
O=C(CCCCCNC(=O)c1ccccc1)N/N=C/c1ccc(O)cc1O	nt	33	5	i	-7	-13	2	1.2	nt	0.0
COc1cccc(C(NC(C)=O)c2nc(-c3cccnc3)cs2)c1 (stereo unspecified)	nt	nt	-5	-0.6	-2	5	nt	nt	0.4	-0.1
O=C(CCN1CCCCCC1)Nc1ccc(F)c(F)c1	-6	3	4	-0.4	-2	11	-3	0.8	nt	1.2
